GSTO1 counter: inhibitors of recombinant GSTO1, primary screen, counter-screen for RBBP9 inhibitor project, biochemical, fluorescence polarization; Glutathione S-transferase omega-1 (Homo sapiens), P78417; activity-based probe fluorescence polarization; inhibition, % at 5.96 µM; 1.1% of 300,000 active; AID 1974, 2009;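 active = inhibition above the campaign mean inhibition plus 3 SD, cut at about 35% in these data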;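 note: 0% = GSTO1-1 with DMSO and 100% = wells lacking GSTO1-1 enzyme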
Target sequence (P78417 whole entry, looked up): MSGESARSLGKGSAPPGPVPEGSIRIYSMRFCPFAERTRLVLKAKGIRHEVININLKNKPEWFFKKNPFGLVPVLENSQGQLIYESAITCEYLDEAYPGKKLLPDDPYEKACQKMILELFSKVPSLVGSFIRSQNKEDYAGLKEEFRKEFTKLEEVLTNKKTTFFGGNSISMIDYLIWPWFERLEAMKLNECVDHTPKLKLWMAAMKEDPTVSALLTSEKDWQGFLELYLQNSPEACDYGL
ZTA DNA inh: blocks Epstein-Barr virus ZTA, an EBNA-1 counter-screen. inhibition, % at 11 µM. 0.15% of 320,000 active. P03206. ZTA-DNA binding, fluorescence polarization; in the data active = inhibition above about 33%
Target sequence (P03206 whole entry, looked up): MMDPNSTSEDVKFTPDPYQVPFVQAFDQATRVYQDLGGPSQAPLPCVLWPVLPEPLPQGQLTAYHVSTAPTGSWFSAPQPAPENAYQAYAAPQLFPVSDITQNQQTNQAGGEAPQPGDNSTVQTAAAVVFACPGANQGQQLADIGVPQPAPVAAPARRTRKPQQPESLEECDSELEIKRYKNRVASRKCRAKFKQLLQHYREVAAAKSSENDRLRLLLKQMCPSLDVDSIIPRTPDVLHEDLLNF
EBNA-1 inh: EBNA-1 DNA-binding inhibitors, primary screen, biochemical, fluorescence polarization | 0.34% of 300,000 active | inhibition, % at 14.8 µM; in the data active = inhibition above about 28%
PAD4 FP inh: human PAD4 inhibitors, primary screen, biochemical, fluorescence polarization, 1536-well format. inhibition, % at 6.36 µM. recombinant PAD4, RCA probe fluorescence polarization. 0.41% of 330,000 active. Protein-arginine deiminase type-4 (Homo sapiens), Q9UM07. AID 485272, 2010;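 active = percent inhibition above a cutoff equal to the mean of all tested compounds plus 3 SD, cut at about 15% in these data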;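 note: 0% = PAD4 with RCA probe and DMSO and 100% = probe without PAD4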
PREPL inh: PREPL enzyme inhibitors, primary screen, biochemical, fluorescence polarization; Prolyl endopeptidase-like (Homo sapiens), Q4J6C6; recombinant PREPL, fluorescence polarization activity-based probe; inhibition, % at 5.96 µM; 0.68% of 320,000 active; AID 2751, 2010; in the data active = inhibition above about 43%;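 note: 0% = enzyme with DMSO and 100% = wells lacking enzyme; many of its hits are not listed in these tables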
PAFAH2 FP inh: PAFAH2 enzyme inhibitors, primary screen, biochemical, fluorescence polarization, human; recombinant PAFAH2, FP-rhodamine activity probe; inhibition, % at 3.39 µM; Platelet-activating factor acetylhydrolase 2, cytoplasmic (Homo sapiens), Q99487; 0.99% of 340,000 active; AID 492956, 2010;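 active = inhibition above the mean over all tested compounds plus 3 SD, cut at about 30% in these data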;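 note: inhibitors block probe labeling of enzyme so polarization drops; 0% = enzyme with DMSO and 100% = wells lacking PAFAH2 protein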
PAFAH1B3 inh: PAFAH1B3 enzyme inhibitors, primary screen, biochemical, fluorescence polarization, human. Platelet-activating factor acetylhydrolase IB subunit alpha1 (Homo sapiens), Q15102. recombinant PAFAH1B3, FP-rhodamine probe. inhibition, % at 3.39 µM. 0.28% of 340,000 active;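 active = inhibition above the screen-wide average of all tested compounds plus 3 SD, cut at about 25% in these data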;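 note: 0% = enzyme with DMSO only and 100% = wells lacking PAFAH1B3 protein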
Target sequence (Q15102 whole entry, looked up): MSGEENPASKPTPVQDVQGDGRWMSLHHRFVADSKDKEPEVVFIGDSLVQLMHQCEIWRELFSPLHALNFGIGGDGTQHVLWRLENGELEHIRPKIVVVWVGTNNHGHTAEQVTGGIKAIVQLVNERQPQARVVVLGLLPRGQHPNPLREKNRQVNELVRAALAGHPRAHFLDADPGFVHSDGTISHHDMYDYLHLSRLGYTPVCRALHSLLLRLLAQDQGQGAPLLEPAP
LYPLA2 counter: LYPLA2 inhibitors, primary screen, counter-screen for PME1 inhibitor project, biochemical, fluorescence polarization, FP-Rh probe ABPP. recombinant LYPLA2. 0.38% of 320,000 active. inhibition, % at 5.9 µM;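 active = inhibition above the screen-wide mean plus 3 SD, limit set per campaign, cut at about 26% in these data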;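 note: 0% = LYPLA2 with DMSO and 100% = wells lacking LYPLA2 enzyme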
Target sequence (O95372 whole entry, looked up): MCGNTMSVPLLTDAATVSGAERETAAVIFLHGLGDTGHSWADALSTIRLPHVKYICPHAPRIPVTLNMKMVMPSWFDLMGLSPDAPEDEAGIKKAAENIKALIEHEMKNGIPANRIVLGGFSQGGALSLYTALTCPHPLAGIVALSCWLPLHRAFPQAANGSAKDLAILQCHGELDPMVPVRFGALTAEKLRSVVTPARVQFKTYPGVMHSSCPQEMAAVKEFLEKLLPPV
LYPLA1 inh: LYPLA1 inhibitors, primary screen, counter-screen for PME1 inhibitor project, biochemical, fluorescence polarization, FP-Rh probe ABPP; AID 2174, 2009; Acyl-protein thioesterase 1 (Homo sapiens), O75608; inhibition, % at 5.9 µM; recombinant LYPLA1; 0.16% of 320,000 active;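 active = inhibition above the mean of all tested compounds plus 3 SD, set per campaign, cut at about 14% in these data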;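 note: inhibitors block serine hydrolase probe labeling of LYPLA1 so polarization falls; 0% = enzyme with DMSO and 100% = wells lacking LYPLA1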
* hit, by the source's call; . = no result given. The list is partial. The share of hits here may be higher or lower than overall.

item	molecule	GSTO1 counter	ZTA DNA inh	EBNA-1 inh	PAD4 FP inh	PREPL inh	PAFAH2 FP inh	PAFAH1B3 inh	LYPLA2 counter	LYPLA1 inh
1	CCC(C(=O)O/N=C(\N)c1ccccc1)c1ccccc1 (stereo not drawn)	-1	4	-5	0	-2	7	8	7	1
2	Brc1ccc(-c2noc(COc3ccc4ccccc4c3)n2)o1	1	0	3	-4	-18	-2	-10	-5	-6
3	COc1cccc(/C=N/n2c(C3CCCCC3)n[nH]c2=S)c1OC	-3	6	6	-4	-9	8	-2	-5	-1
4	CCc1ccc(NC(=O)c2cc(-c3ccc(OC)cc3)on2)cc1	-3	5	-5	-7	9	-1	6	-2	1
5	COc1ccc(CCNC(=O)C(C(=O)c2ccc(F)cc2)n2ccccc2=O)cc1OC (stereo not drawn)	-3	12	3	1	5	9	-9	2	-2
6	Cc1ccc(NC(=O)CN(c2ccc3c(c2)OCO3)S(=O)(=O)c2c(C)n[nH]c2C)cc1	-5	-7	-3	1	4	5	12	-2	0
7	Fc1ccc(N2CCN(Cc3c[nH]c4ccccc34)CC2)cc1	9	18	2	-2	18	.	.	13	2
8	O=C(c1ccc([N+](=O)[O-])cc1)N1CCN=C1SCc1ccccc1	-4	0	3	-2	12	-1	8	10	-2
9	COc1ccc(-c2csc(NCCn3c(C)nc4cc(C(F)(F)F)ccc43)n2)cc1	.	.	.	0	20	10	12	.	.
10	Cc1ccc(N(CCC#N)C(=O)COC(=O)C2CCN(S(=O)(=O)c3ccc4c(c3)OCCO4)CC2)cc1	2	0	-3	1	7	3	1	-6	4
11	O=[N+]([O-])c1ccc(O)c(-c2nn[nH]n2)c1	27	-14	-2	3	-1	-2	28*	-1	0
12	O=C(CCN1C(=O)C2CC=CCC2C1=O)Nc1cc(C(F)(F)F)ccc1N1CCCC1 (stereo not drawn)	36*	11	6	1	6	20	2	1	1
13	NC(=O)c1ccsc1NC(=O)c1ccc2c(c1)CCCC2	-16	5	-7	2	-9	-2	4	-15	-14
14	CCN(CC)C(=O)C1CCCN(C(=S)Nc2cccc3ccccc23)C1 (stereo not drawn)	5	-10	4	-5	11	-3	9	-1	4
15	Cc1ccnc2nc(C(=O)OCC(=O)Nc3ccc4c(c3)OC(F)(F)O4)nn12	0	5	8	1	2	7	4	3	-2
16	CN(C)CC#Cc1cncc(C(=O)NNC(=O)Nc2ccc(Cl)cc2)c1	0	10	0	-1	-1	5	-7	7	3
17	Cc1cc(C(=O)CSc2nnc(-c3ccccc3)n2C)c(C)n1C	9	6	10	-5	4	1	0	2	4
18	CCCN(CCC)C(=O)c1cc([N+](=O)[O-])cc2c1-c1ccc([N+](=O)[O-])cc1C2=C(C#N)C#N	21	-2	-1	1	15	.	.	-1	2
19	CCOC(=O)c1[nH]c2c(c1C)C(=O)CC(c1ccc(N(C)C)cc1)C2 (stereo not drawn)	5	10	6	4	10	3	7	2	2
20	CCOc1ccc(N(CC(=O)N2CCCCC2)S(=O)(=O)c2ccc(Cl)cc2)cc1	-2	0	-2	4	-3	-8	-6	0	-2
21	COc1ccc(CCNC(=O)c2c(C)nn(-c3ccccc3)c2Cl)cc1OC	5	-1	6	0	13	-4	3	13	4
22	COCCCN1C(=O)C(=O)/C(=C(/O)c2ccc(S(=O)(=O)N3CCCCC3)cc2)C1c1ccc(O)c(OC)c1 (stereo not drawn)	12	11	-1	1	-3	6	11	10	6
23	COc1ccc(Cl)cc1NCC(=O)Nc1ccc(OC)c(S(=O)(=O)N2CCCCC2)c1	.	-10	.	4	5	-1	0	-7	-12
24	Cc1cc(NC(=O)CS(=O)(=O)c2cn(Cc3cccc(F)c3)c3ccccc23)no1	-7	-15	0	-3	-3	-1	6	7	2
25	O=C(OCCOCCN=C1NS(=O)(=O)c2ccccc21)c1ccncc1	4	1	-3	2	0	-8	1	1	-3
26	OC1CCC(NC(=S)Nc2ccc(SC(F)F)cc2)CC1 (stereo not drawn)	7	-9	1	-1	8	-8	3	5	4
27	Cc1csc(C(=O)O)c1NC(=O)c1cccc([N+](=O)[O-])c1	-10	-3	-8	-5	-6	.	.	3	3
28	CCC(c1ccccc1)c1nc(-c2ccccn2)no1 (stereo not drawn)	5	6	-13	-1	6	2	10	-2	-5
29	NS(=O)(=O)c1ccc(CNS(=O)(=O)c2cc(C(=O)O)ccc2Cl)cc1	4	18	6	1	0	6	9	5	-2
30	CN(CC(=O)Nc1cccc(F)c1)CC(=O)Nc1cccc(S(=O)(=O)N2CCCCCC2)c1	-10	-4	-1	1	-16	-1	-7	-6	-3
31	N#Cc1ccc(/C=C(\C(=O)C(=O)O)c2ccc3ccccc3n2)cc1	10	6	-1	-1	-3	-2	5	-2	1
32	CN(C)C(=O)C1(c2ccccc2)CCN(S(=O)(=O)c2ccccc2)CC1	-1	15	-3	4	15	-8	0	-7	-1
33	CCn1c(=O)cc(SCC(=O)N(C)Cc2ccccc2)c2ccccc21	-2	3	-3	1	12	10	3	-1	1
34	CCCCCCCCCCSc1n[nH]c(NC(C)=O)n1	2	0	-2	4	-2	6	6	2	1
35	COc1cc([N+](=O)[O-])cc(/C=N/NC(=O)C(O)(c2ccccc2)c2ccccc2)c1O	2	-7	2	3	11	10	10	7	-4
36	CCCNC(=O)CN(c1ccccc1)S(=O)(=O)c1ccc(OC)c(OC)c1	6	1	8	3	11	-3	5	5	5
37	COc1ccc2ccccc2c1CN1CCN(C(=O)c2ccccc2)CC1	5	2	-1	-5	2	0	4	-2	1
38	O=C(NC(=S)N1CCc2ccccc21)c1ccc(Br)o1	6	0	1	-1	0	-1	4	3	2
39	Cn1c(C(=O)OC(C(=O)NC2CCCCC2)c2ccccn2)cc2sccc21 (stereo not drawn)	-10	10	-8	-3	12	18	2	-10	-5
40	COc1ccccc1C(=O)Oc1ccc2c(c1)O/C(=C\c1ccncc1)C2=O	0	18	-4	1	-2	-1	6	4	-2
41	O=C(CCCc1nc2ccccc2s1)NC1CCOC1=O (stereo not drawn)	-3	3	7	0	5	1	0	1	2
42	O=C(NC1CC1)c1cc(=O)c2ccccc2o1	2	4	7	6	-4	3	4	-1	1
43	O=C(C[C@H]1C(=O)N(CCc2ccccc2)C[C@@H]1Cc1ccccc1)Nc1ccccc1	8	-2	5	3	2	5	9	3	-2
44	C=CCn1c(N)cc(=O)nc1SCC(=O)Nc1ccc(C(=O)OCC)cc1	3	-8	-2	-3	-12	-5	-5	2	-1
45	COc1ccc(S(=O)(=O)N/N=C(/C)c2cccc(NC(=O)c3ccccc3Cl)c2)cc1	-4	1	-6	-4	-1	-3	-4	-4	1

An excerpt of these results, in transposed form.
42. O=C(NC1CC1)c1cc(=O)c2ccccc2o1
43. O=C(C[C@H]1C(=O)N(CCc2ccccc2)C[C@@H]1Cc1ccccc1)Nc1ccccc1
assay / entry | 42 | 43
GSTO1 counter | 2 | 8
ZTA DNA inh | 4 | -2
EBNA-1 inh | 7 | 5
PAD4 FP inh | 6 | 3
PREPL inh | -4 | 2
PAFAH2 FP inh | 3 | 5
PAFAH1B3 inh | 4 | 9
LYPLA2 counter | -1 | 3
LYPLA1 inh | 1 | -2

(further entries)
item	molecule	GSTO1 counter	ZTA DNA inh	EBNA-1 inh	PAD4 FP inh	PREPL inh	PAFAH2 FP inh	PAFAH1B3 inh	LYPLA2 counter	LYPLA1 inh
46	Clc1ccccc1CSc1nnc(Cn2cnc3ccccc32)n1-c1ccccc1	-1	3	-3	1	22	12	8	0	-2
47	COc1ccc(NC(=O)C2CCCN(c3cc(C)nc4ncnn34)C2)cc1 (stereo not drawn)	-3	5	-3	1	1	6	4	7	-4
48	COc1ccccc1N1CCN(C(=O)C2Cc3ccccc3CN2C(=O)c2ccco2)CC1 (stereo not drawn)	.	8	.	-3	4	5	2	-1	2
49	Cc1noc(/C=C/c2ccccc2F)c1S(=O)(=O)N1CCC(C(=O)N2CCN(C)CC2)CC1	-1	3	0	-8	30	8	9	-4	2
50	COc1cc2c(cc1NC(=O)C(C)OC(=O)c1ccc(S(=O)(=O)Nc3ccccc3Cl)cc1)oc1ccccc12 (stereo not drawn)	4	4	8	2	-9	-40	-4	-9	-7
51	Cc1ccccc1NC(=O)CN1C(=O)CSc2ccc(S(=O)(=O)N3CCCC3)cc21	7	2	1	-3	3	2	2	2	-3
52	O=c1[nH]c2ccccc2nc1/C=C(\O)C1CC1	5	9	-1	-5	1	-6	3	8	5
53	CCOc1ccc(CCNC(=O)c2nnc(CS(=O)(=O)c3ccccc3)o2)cc1OCC	6	6	-10	2	-19	0	-4	-1	-7
54	COc1ccc(/C=N/Nc2nc(N)cc(Cl)n2)cc1OC	-2	-16	1	-2	14	-1	0	2	4
55	CC(CC(=O)Nc1cc(C(F)(F)F)ccc1Cl)c1ccccc1 (stereo not drawn)	-2	0	3	1	-5	6	-1	-1	0
56	Cc1nnc(NC(=O)c2nc(S(=O)(=O)Cc3ccccc3C)ncc2Cl)s1	-7	23	4	-3	-1	17	4	0	-5
57	COCC1CCN(C(=O)CCc2nnc(CCCCc3ccccc3)o2)CC1	6	5	8	-4	3	3	-3	-3	-1
58	CCCCNC(=O)CS(=O)Cc1nc(-c2cccc(C)c2)oc1C (stereo not drawn)	0	17	8	0	2	0	-1	1	-1
59	CC(C)[C@H](NC(=O)N1c2ccccc2NC(=O)[C@@H]1C(C)C)C(=O)N1CCC(C(=O)O)CC1	-2	16	8	-5	10	13	4	1	3
60	CC(C)C(=O)NCc1cc(-c2ccccc2)no1	-5	-20	-13	-4	-2	7	8	0	1
61	CCOC(=O)N1CCC(N2CCCC(C(=O)c3cccc(OC)c3)C2)CC1 (stereo not drawn)	7	-31	-3	-2	9	-3	3	3	3

Screens: PubChem BioAssay, The Scripps Research Institute Molecular Screening Center
